# Compound activity deposited in PubChem BioAssay by several laboratories.
# IDE inh – human IDE inhibitors in live cells, primary screen, fluorescence polarization, HEK cells, FAbetaB substrate; FAbetaB cleavage; Insulin-degrading enzyme (Homo sapiens), P14735; inhibition, % at 5.59 µM; actives 0.41% (n = 320,000);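 active = percent inhibition above the average of all tested compounds plus 3 SD, set per screening campaign, cut at about 16% in these data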;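 also: IDE supplied by intact live HEK cells; FP after avidin binding of uncleaved biotin substrate so inhibition keeps polarization high; 0% = DMSO wells and 100% = 60 µM reference IDE inhibitor Ii1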
# CRFBP-R2 agonist – agonists of CRF-BP/CRF-R2 complex, primary screen, cell-based, HEK293, calcium dye fluorescence, uHTS; CRF-binding protein / CRF receptor 2 complex (human); calcium dye fluorescence (FLIPR); percent of saturating CRF peptide response; activation, % at 13.2 µM; actives 0.46% (n = 350,000); AID 588473, 2011;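 active = activation of at least 50%, plus an integration ratio under a set limit after plate pattern correction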;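 also: plate controls were neutral control wells without compound for no effect and CRF at EC100 for full effect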
# GalR3 antag – GalR3 antagonists in HEK293 cells, primary screen, cell-based, fluorescence readout; Galanin receptor type 3 (Homo sapiens), O60755; HEK293 GalR3-CNG cAMP membrane potential fluorescence; galR3 body fused to GalR1 C-terminus; inhibition, % at 3 µM; actives 0.44% (n = 360,000); AID 651719, 2012;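 active = inhibition above the screen-wide average plus 3 SD, cut at about 13% in these data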;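 also: forskolin and galanin both at EC90 stimulate the cells; cAMP rise reported by CNG channel membrane potential dye signal; 0% = forskolin plus galanin with DMSO and 100% = forskolin alone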
# Target sequence (O60755 1-299 limits assumed): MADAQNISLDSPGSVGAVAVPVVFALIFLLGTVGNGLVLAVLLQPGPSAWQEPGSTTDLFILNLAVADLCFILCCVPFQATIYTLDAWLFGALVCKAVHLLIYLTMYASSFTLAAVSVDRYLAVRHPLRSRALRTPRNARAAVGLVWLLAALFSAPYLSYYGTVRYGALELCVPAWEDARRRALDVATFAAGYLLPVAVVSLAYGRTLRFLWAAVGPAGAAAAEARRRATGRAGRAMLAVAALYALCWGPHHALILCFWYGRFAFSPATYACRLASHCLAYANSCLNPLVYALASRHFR
# p-CIP stab down – p/CIP-EGFP fusion destabilizers, primary screen, fluorescence, F442A cells. Q05BA5. 16 h. actives 0.01% (n = 290,000). AID 1984, 2009. decrease of EGFP signal, % at 10 µM;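 active = EGFP signal decrease of at least 30% at 10 µM or well 3 SD below plate mean, unless failing retest; inactive = the rest, including hits failing retest or dose response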; also: some compounds called inactive have numbers as strong as hits; many of its hits are not listed in these tables
# CHRM4 PAM – human M4 muscarinic receptor positive allosteric modulators, primary screen, CHO-K1 cells, Fluo-8 calcium fluorescence | CHO-K1 hM4/Gqi5, ACh EC20; 0% = ACh EC20, 100% = maximal ACh | activation, % at 3 µM | actives 0.4% (n = 360,000) | AID 624126, 2012 | Muscarinic acetylcholine receptor M4 (Homo sapiens), P08173;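 active = activation above its plate's cutoff, the mean activation of sample wells plus 3 SD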; also: some results filed as inactive read as strong as hits
# Target sequence (P08173 whole entry, looked up): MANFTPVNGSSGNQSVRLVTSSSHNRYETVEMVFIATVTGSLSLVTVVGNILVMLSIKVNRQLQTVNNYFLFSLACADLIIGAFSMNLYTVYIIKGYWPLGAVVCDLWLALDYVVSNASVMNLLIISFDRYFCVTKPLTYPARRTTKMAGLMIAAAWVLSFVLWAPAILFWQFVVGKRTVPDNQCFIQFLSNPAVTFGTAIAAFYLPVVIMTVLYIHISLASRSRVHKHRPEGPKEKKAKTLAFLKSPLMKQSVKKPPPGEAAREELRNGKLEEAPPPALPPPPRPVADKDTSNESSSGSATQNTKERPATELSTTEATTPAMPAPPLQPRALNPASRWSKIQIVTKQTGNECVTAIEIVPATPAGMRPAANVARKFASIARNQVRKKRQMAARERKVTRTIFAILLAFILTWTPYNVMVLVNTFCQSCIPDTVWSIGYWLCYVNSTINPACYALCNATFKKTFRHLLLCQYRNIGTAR
# CRFBP-R2 block – antagonists of CRF-BP/CRF-R2 complex, primary screen, cell-based, HEK293, calcium dye fluorescence, uHTS | CRF-induced calcium fluorescence | inhibition, % at 11.8 µM | actives 0.59% (n = 350,000) | AID 588475, 2011;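 active = inhibition of the ligand-induced calcium signal above about 50% at the single tested concentration, limit read from the data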
# IDE cell activ – human IDE activators in live cells, primary screen, fluorescence polarization, HEK cells, FAbeta-B substrate. Insulin-degrading enzyme (Homo sapiens), P14735. FAbeta-B cleavage; 0% vehicle, 100% cell-free pure enzyme wells. activation, % at 5.96 µM. actives 0.073% (n = 340,000). AID 493087, 2011;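 active = activation above the mean of all tested compounds plus 3 SD, set per screening campaign, cut at about 17% in these data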
# PHOSPHO1 inh – PubChem AID 1565 | inhibition, % at 13.3 µM | actives 1.1% (n = 290,000) | recombinant PHOSPHO1, absorbance phosphatase assay; in the data active = inhibition above about 60%
# Target sequence (Q8TCT1 whole entry, looked up): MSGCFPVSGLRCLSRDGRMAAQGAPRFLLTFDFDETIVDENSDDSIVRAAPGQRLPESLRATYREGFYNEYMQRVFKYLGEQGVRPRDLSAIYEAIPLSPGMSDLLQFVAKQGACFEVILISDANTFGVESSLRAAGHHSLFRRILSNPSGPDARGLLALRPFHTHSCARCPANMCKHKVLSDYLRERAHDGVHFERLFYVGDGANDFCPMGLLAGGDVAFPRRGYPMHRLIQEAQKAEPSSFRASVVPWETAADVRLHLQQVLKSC
# MEKK3 PB1 HTS – modulators of MEKK3-MEK5 PB1 binding, primary screen, biochemical, wildtype MEKK3, multiplex bead flow cytometry, Alexa488-MEK5; Mitogen-activated protein kinase kinase kinase 3 (Homo sapiens), Q99759; bead-based flow cytometry, Alexa488-MEK5 binding to MEKK3; actives lie on both sides; 0 = blocked by unlabeled MEK5, 100 = vehicle; binding response (% of control), % at 10 µM; actives 1.4% (n = 290,000); AID 1529, 2009;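 active = binding response more than 3 SD above or below the average of its plate-row segment, actives on both sides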;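 also: Alexa488 bead fluorescence after subtracting the streptavidin-only scavenger bead signal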
# * marks the source's active call; other numbers are inactive results; / = no result given.
SMILES,IDE inh,CRFBP-R2 agonist,GalR3 antag,p-CIP stab down,CHRM4 PAM,CRFBP-R2 block,IDE cell activ,PHOSPHO1 inh,MEKK3 PB1 HTS
COC(=O)C1=C(c2ccc(S(C)(=O)=O)cc2)C[C@@H]2CC[C@H]1N2C(=O)N1CCOCC1,-1,0.8,-3,/,10,8,1,/,104
COC(=O)C1=C(c2ccc(F)cc2F)C[C@@H]2CC[C@H]1N2C(=O)NCCNC(C)=O,0,-2.5,/,/,9,6,2,/,/
Cc1c(NS(=O)(=O)c2ccccc2)ccc([N+](=O)[O-])c1Cl,/,29,-1,/,-3,54*,-3,/,/
CN(C)c1ccc(/C=C/[N+](=O)[O-])cc1,9,101*,5,-10,1,-118,-18,7,97
CCCCCCn1c(O)c(C(C)=NC)c(=O)[nH]c1=O,2,-0.1,0,5,3,15,7,7,95
O=C(Nc1ccccc1)N1CCC2(CC1)OCCO2,-1,-0.3,-1,-7,9,6,7,51,87
Cc1c(N=Nc2c(O)n(C)c(=O)n(C)c2=O)c(=O)n(-c2ccccc2)n1C,1,0.5,2,-11,8,15,5,-12,82
CCCCCCNC(=O)N[C@H](Cc1ccc(O)cc1)C(=O)NCCC[C@H]1CN2C(=NC[C@H]2CCC)N1CC1CCC1,13,/,/,-11,/,/,/,-50,85
COc1ccc(NP(=O)(Oc2ccc(Cl)cc2)Oc2ccc(Cl)cc2)cc1OC,0,0.3,-3,5,-22,-43,4,-24,108
O=C(COc1ccc(Cl)cc1)N(c1ccc(Cl)cc1)C1CN2CCC1CC2 (stereo not given),2,-0.2,-6,-4,-28,-10,0,8,103
CNC(=O)Oc1cccc2c1OC(C)(C)O2,/,-0.1,-4,/,0,11,5,/,/
CCN1CCN(c2ccc(NC(=O)C(C)C)cc2Cl)CC1,3,-0.9,-3,-1,-5,-7,6,-121,100
Cc1cc(OCc2nn[nH]n2)c2c3c(c(=O)oc2c1)CCC3,1,1.1,-3,-4,4,-1,-4,-33,101
C(=N\NC1=NCCCCC1)/c1c[nH]c2ccccc12,7,1.7,-7,-5,-4,9,-1,33,92
O=c1c2ccccc2nc(SCC2CCCCO2)n1-c1ccccc1 (stereo not given),10,-0.9,-9,15,6,16,-2,-7,102
CC(=O)OC1CC(OC2C(O)CC(OC3C(O)CC(OC4CCC5(C)C(CCC6C5CCC5(C)C(C7=CC(=O)OC7)CCC65O)C4)OC3C)OC2C)OC(C)C1OC1OC(CO)C(O)C(O)C1O (stereo not given),/,-1.1,22*,/,-1,-17,6,/,/
CSc1nc(N2CCN(C)CC2)c2ccccc2n1,-6,-1.2,-2,-5,3,13,5,41,99
O=C1NC(=O)C2(Cc3ccccc3N3CCCC32)C(=O)N1c1ccccc1 (stereo not given),-1,2.4,-5,-8,-2,-8,3,16,112
COc1cc2oc(=O)c(CC(=O)N3C[C@H]4C[C@@H](C3)c3cccc(=O)n3C4)c(C)c2cc1Cl,/,1.3,5,/,7,5,1,/,/
CCOC(=O)C1CCN(/C=C2/C(=O)NC(=S)N(c3ccccc3F)C2=O)CC1,3,-1.6,-6,-8,-1,1,-1,47,90
c1ccc2cc(CC3=NCCN3)ccc2c1,6,1.9,-2,-1,4,0,7,10,110
CCCNC(=O)N1[C@H]2CC[C@@H]1C(C(=O)OC)=C(c1ccc(OC)c(OC)c1)C2,8,-1.0,1,/,1,5,-2,/,/
O=C1NC(=O)C(=Cc2ccc(OCCOc3ccc([N+](=O)[O-])cc3)cc2)C(=O)N1,6,4.1,-9,5,-7,-19,-3,12,97
CCOP(=O)(OCC)C(NC(=O)c1ccccc1)=C(Cl)Cl,6,3.5,-4,0,-3,-1,-3,-3,102
CN1CCC2(CC1)c1ccccc1-c1ccccc12,/,-3.4,-7,/,0,-20,3,/,/
CCOC(=O)[C@@]12C(=O)C(=O)N[C@]1(c1ccccc1)C1OCCCC12 (stereo not given in full),6,-0.1,0,-12,2,-6,-5,-9,97
COC(=O)C1=C(c2ccccc2OCc2ccccc2)C[C@@H]2CC[C@H]1N2C,/,2.5,-8,/,-6,6,/,/,/
C=CCC1(CN2CCCCCC2=O)C(=O)NC(=O)NC1=O,8,-0.7,-2,-14,1,7,2,8,102
BrCCc1ccccc1,0,-0.1,3,/,5,1,7,/,/
O=C(Cc1ccccc1)N1CCN(Cc2ccccn2)CC1,3,-2.6,-4,1,4,18,5,-23,/
O=C(O)c1cc2ccccc2oc1=O,-2,-1.4,1,-7,-2,11,0,-18,97
CC(=NCCc1ccccc1)c1c(O)[nH]c(=O)[nH]c1=O,3,0.3,0,2,16,-12,3,32,100
O=C(Cc1ccccc1)N1CCN(Cc2cccc(Cl)c2)CC1,-2,-1.8,-9,9,4,6,3,44,103
CCn1cc(C(=O)NCc2ccccc2)c2ccccc21,5,0.7,-6,3,-3,-4,5,45,103
COc1ccccc1OCCCn1cc(C(=O)C2CC2)c2ccccc21,2,0.8,-3,-15,3,6,1,5,83
O=[N+]([O-])c1ccc(NCCCN2CCOCC2)c2ncccc12,1,0.0,-1,-1,-1,49,2,48,90
CC(=O)CC(C)(C)n1c[n+](C)nn1,-5,-0.7,-4,4,10,16,-4,-41,100
CCOP(=O)(OCC)C(O)c1ccc2c(c1)OCO2 (stereo not given),-4,-0.2,4,-6,12,6,2,-3,98
O=C1NC(=O)N(c2ccc(Cl)cc2)C(=O)/C1=C\c1ccc(Sc2nc3ccccc3[nH]2)o1,10,16,-8,-2,0,-21,-9,-13,91
CC(=NCC1CCCO1)c1c(O)n(-c2ccccc2)c(=O)[nH]c1=O (stereo not given),-2,0.7,-1,-12,1,-6,-2,10,110
CN(C)CC1CCCCC1OC(=O)Cc1ccc(Cl)c([N+](=O)[O-])c1 (stereo not given),3,-0.5,-5,-4,4,6,0,2,101
CCOc1ccc(-n2c(-c3cccs3)nc3ccccc3c2=O)cc1,1,0.7,-2,1,-7,15,7,37,101
Nc1ccnn1C1CCNCC1,2,1.0,-2,-1,-1,17,3,21,99
COC(=O)C1=C(c2cccc(OC)c2OC)C[C@@H]2CC[C@H]1N2C,3,-1.4,-2,/,4,12,2,/,/
CC1OC(OC2CC(O)C3(CO)C4C(O)CC5(C)C(C6=CC(=O)OC6)CCC5(O)C4CCC3(O)C2)C(O)C(O)C1O (stereo not given),/,-1.7,39*,/,9,14,3,/,/
CNC(C(=O)c1ccccc1)C(OC)c1cccc([N+](=O)[O-])c1 (stereo not given),-1,0.0,0,-13,2,-4,-2,6,102
CN1CC(C(=O)c2cccs2)C(c2ccc(Cl)cc2)C1 (stereo not given),1,0.3,-12,-6,-6,10,3,/,101
C=CCn1c(=O)c(C=Nc2c(OC)cccc2[N+](=O)[O-])c(O)n(CCCC)c1=O,-4,-0.9,-6,-7,1,-13,-10,-4,98
CC(C)(Cl)[N+](=O)[O-],1,4.1,3,/,8,12,5,/,/
COc1ccc(OC)c(NP(=O)(Oc2ccccc2)Oc2ccccc2)c1,/,-1.2,4,-3,-3,9,1,15,99
# Additional entries:
SMILES,IDE inh,CRFBP-R2 agonist,GalR3 antag,p-CIP stab down,CHRM4 PAM,CRFBP-R2 block,IDE cell activ,PHOSPHO1 inh,MEKK3 PB1 HTS
CC/C(=N\N1CCCCC1)c1c(O)[nH]c(=O)[nH]c1=O,2,0.9,-2,8,-16,-4,2,13,106
Cc1cc(=O)oc2cc(OCC(=O)N3CCN(Cc4ccccc4)CC3)ccc12,3,-2.9,-3,/,6,8,5,/,/
Cn1c(=O)cc(SCC(=O)N2CCC3(CC2)OCCO3)c2ccccc21,0,0.1,-4,6,-2,1,4,21,105
CN(C)c1ccc(/C=C2/C(=O)NC(=O)N(CCc3ccc(F)cc3)C2=O)cc1,0,2.2,-6,-20,-3,-30,0,-13,100
C[C@]12CC[C@H](O)CC1=CC(=O)C1C2CC[C@]2(C)C(=O)CCC12 (stereo not given in full),0,-0.7,-4,/,8,0,1,/,/
CCC(C)n1c(O)c(/C=N/NC(=O)c2ccncc2)c(=O)[nH]c1=S (stereo not given),1,0.2,-6,3,3,26,3,19,105
CCOC(=O)C(O)(c1ccc(N(CC)S(=O)(=O)c2ccc(C)cc2)cc1)C(F)(F)F (stereo not given),-1,-1.3,-7,8,-5,43,4,9,85
NCC1(c2ccc3c(c2)OCCO3)CCCC1,1,-2.1,-2,2,5,-7,0,12,88
Oc1cc(Cl)ccc1Oc1ccc(Cl)cc1Cl,4,10,-6,/,0,29,4,/,106
O=P(N1CC1)(N1CC1)N1CCc2ccccc21,/,-2.9,-3,/,2,7,8,/,/

# Pulled by structure from above:
SMILES,IDE inh,CRFBP-R2 agonist,GalR3 antag,p-CIP stab down,CHRM4 PAM,CRFBP-R2 block,IDE cell activ,PHOSPHO1 inh,MEKK3 PB1 HTS
CCOc1ccc(-n2c(-c3cccs3)nc3ccccc3c2=O)cc1,1,0.7,-2,1,-7,15,7,37,101
O=C(O)c1cc2ccccc2oc1=O,-2,-1.4,1,-7,-2,11,0,-18,97
CCCCCCn1c(O)c(C(C)=NC)c(=O)[nH]c1=O,2,-0.1,0,5,3,15,7,7,95
O=C1NC(=O)N(c2ccc(Cl)cc2)C(=O)/C1=C\c1ccc(Sc2nc3ccccc3[nH]2)o1,10,16,-8,-2,0,-21,-9,-13,91
Cc1c(NS(=O)(=O)c2ccccc2)ccc([N+](=O)[O-])c1Cl,/,29,-1,/,-3,54*,-3,/,/

# (cont.)
SMILES,IDE inh,CRFBP-R2 agonist,GalR3 antag,p-CIP stab down,CHRM4 PAM,CRFBP-R2 block,IDE cell activ,PHOSPHO1 inh,MEKK3 PB1 HTS
O=C1CC2OCC=C3CN4CCC56c7cc([N+](=O)[O-])ccc7N1C5C2C3CC46 (stereo not given),-1,-0.9,-4,-9,-2,9,-6,1,93
CC(=O)OC1CCC2(C)C(CC(=O)C3C2CCC2(C)C(OC(C)=O)CCC32)C1 (stereo not given),/,-3.3,-7,/,9,-27,3,/,/
O=C(NCc1cccnc1)Nc1ccc([N+](=O)[O-])cc1,0,-0.1,-3,-6,4,-4,0,22,104
CCN1CC2C3CCC(C)(O3)C2C1 (stereo not given),-2,2.4,-12,2,6,4,6,46,72
CSc1ncc(CN2CCCC(C(=O)c3sccc3C)C2)cn1 (stereo not given),2,-1.3,-1,6,-3,2,3,31,99
COc1ccc(CNCCc2ccc3c(c2)OCO3)c(OC)c1OC,4,1.8,-12,-4,-2,8,3,5,99
CCN(CC)CCN/N=C(\C)c1c(O)[nH]c(=O)[nH]c1=O,7,2.4,-3,10,3,-2,/,37,76
O=C(c1ccc2c(c1)OCO2)C1CCCN(CC2CCCCC2)C1 (stereo not given),-4,14,-3,-1,-24,-10,5,20,93
O=C1C(Cl)=CC(=Nc2ccc(O)cc2)C=C1Cl,-5,-0.1,-5,/,3,-17,3,/,/
COc1ccc(NC2Oc3cc4c(cc3C(c3cc(OC)c(OC)c(OC)c3)C2C)OCO4)cc1 (stereo not given),/,-1.4,-1,/,13,16,0,/,/
CCC1(c2ccccc2)C(=O)N(COC)C(=O)N(COC)C1=O,5,-2.6,/,6,1,12,6,-5,97
COCCNC(=O)c1c(N)n(Cc2ccco2)c2nc3ccccc3nc12,-1,28,-6,-23,-5,2,-3,13,102

# These rows are one share of the data, so the mix of outcomes need not match the whole.
